Screening data from PubChem.
FXN GAA850 act: activators of GAA850 frataxin (FXN) promoter; activation, % at 6 µM; HEK293 lucGAA850 FXN promoter luciferase reporter, 24 h; percent of 10 µM SAHA response; actives 0.56% (n = 360,000);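 active = activation above the average of all compounds screened plus 3 SD, cutoff fixed separately per campaign, cut at about 7.5% in these data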;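 note: 0% = DMSO wells and 100% = 10 µM SAHA wells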
DAX1 inh-1: inhibitors of DAX1 repression of SF-1 activated StAR promoter. AID 652010. inhibition, % at 6.8 µM. HEK293T StAR-luciferase reporter, SF-1/DAX-1 repression relief. actives 1.1% (n = 370,000);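 active = inhibition above the mean over all tested compounds plus 3 SD, cut at about 3.6% in these data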;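 note: 0% = DAX-1 cells with DMSO and 100% = cells lacking DAX-1 with DMSO; higher inhibition means more luminescence from relief of DAX-1 repression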
ADAM10 inh: inhibitors of human ADAM10. inhibition, % at 7 µM. recombinant ADAM10, EDANS/DABCYL FRET peptide cleavage, 3 h. actives 0.62% (n = 370,000). O14672;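 active = inhibition above a per-campaign cutoff equal to the mean of compounds falling between control-based bounds plus 3 SD, cut at about 20% in these data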;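 note: 0% = DMSO wells while the 100% control is not disclosed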
DAX1 inh-2: inhibits human nuclear receptor DAX1. P51843. HEK293 Gal4-DAX1 luciferase reporter, luminescence. inhibition, % at 6.75 µM. actives 0.99% (n = 340,000). AID 504766;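 active = inhibition above the mean over all tested compounds plus 3 SD, cut at about 4.2% in these data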;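 note: 0% = DAX1-transfected cells with DMSO and 100% = empty-vector control cells with DMSO; inhibition shows as a rise in luminescence from relieved DAX1 repression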
ADAM17 inh: ADAM17 inhibition, QFRET primary screen | P78536 | recombinant ADAM17, EDANS/DABCYL FRET peptide cleavage | inhibition, % at 6.95 µM | actives 0.83% (n = 370,000);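 active = inhibition above the mean of compounds lying between control limits plus 3 SD, set per campaign, cut at about 8.5% in these data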;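 note: 0% = DMSO-only wells as the low control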
NPR1 activator: GC-A (human) enzyme activation; activation, % at 10 µM; HEK293 GC-A cells, cGMP TR-FRET, EC30 ANP; 0% at EC30 ANP, 100% saturating ANP; actives 0.14% (n = 370,000); P16066; in the data active = activation above about 40%
Target sequence (P16066 whole entry, looked up): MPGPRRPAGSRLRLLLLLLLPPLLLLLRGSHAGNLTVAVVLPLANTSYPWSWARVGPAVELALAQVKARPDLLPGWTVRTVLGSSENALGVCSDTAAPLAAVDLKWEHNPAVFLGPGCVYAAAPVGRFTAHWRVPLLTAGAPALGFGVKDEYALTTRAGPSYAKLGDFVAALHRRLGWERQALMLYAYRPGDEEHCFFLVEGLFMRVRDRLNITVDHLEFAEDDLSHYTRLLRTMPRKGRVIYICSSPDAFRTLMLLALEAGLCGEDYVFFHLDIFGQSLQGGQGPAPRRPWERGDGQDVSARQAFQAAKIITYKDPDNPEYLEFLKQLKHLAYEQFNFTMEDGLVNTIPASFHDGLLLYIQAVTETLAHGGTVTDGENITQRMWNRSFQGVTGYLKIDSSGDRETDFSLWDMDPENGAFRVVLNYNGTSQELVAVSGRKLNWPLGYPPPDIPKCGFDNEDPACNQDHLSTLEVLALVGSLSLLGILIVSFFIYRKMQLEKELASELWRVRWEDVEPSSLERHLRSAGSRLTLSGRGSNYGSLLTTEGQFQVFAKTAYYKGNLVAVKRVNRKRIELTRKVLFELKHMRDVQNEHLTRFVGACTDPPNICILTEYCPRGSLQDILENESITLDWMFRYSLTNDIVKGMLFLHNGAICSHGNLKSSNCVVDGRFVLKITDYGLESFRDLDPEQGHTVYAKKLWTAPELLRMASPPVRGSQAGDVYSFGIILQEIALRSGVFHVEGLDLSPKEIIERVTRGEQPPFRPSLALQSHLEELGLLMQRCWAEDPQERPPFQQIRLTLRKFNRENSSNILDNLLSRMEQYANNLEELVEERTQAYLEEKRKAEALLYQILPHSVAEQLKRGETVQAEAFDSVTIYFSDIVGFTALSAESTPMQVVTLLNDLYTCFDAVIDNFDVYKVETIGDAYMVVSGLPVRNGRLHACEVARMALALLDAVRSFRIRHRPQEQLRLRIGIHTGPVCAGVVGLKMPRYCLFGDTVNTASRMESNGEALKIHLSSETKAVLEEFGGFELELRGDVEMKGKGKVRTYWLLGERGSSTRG
hgDAF12 agonist: activates the H. glycines DAF-12 receptor ligand-binding domain; actives 1.8% (n = 370,000); HEK293 GAL4-hgDAF12 UAS-luciferase reporter, agonist luminescence; normalized to butyrate control; AID 687014; activation, % at 6.8 µM;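 active = activation above a cutoff set at the mean of all screened compounds plus 3 SD, cut at about 10% in these data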;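 note: 0% = DMSO wells and 100% = sodium butyrate wells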
SMARCA2 activ: activators of SMARCA2 function | actives 1% (n = 370,000) | MG213 cells, MMTV-luciferase reporter, dexamethasone, overnight | activation, % at 9.1 µM; in the data active = activation above about 7.8%;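 note: 0% = vehicle wells and 100% = reference activator wells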
hcDAF-12 act: activates DAF-12 receptor from parasite H. contortus | activation, % at 6.8 µM | AID 652067 | HEK293 hcDAF-12 lit1-tk-luc reporter, luminescence; 0% DMSO, 100% Δ7-dafachronic acid | actives 1.4% (n = 370,000);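 active = activation above the mean of all tested compounds plus 3 SD, cut at about 5.5% in these data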;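 note: 100% = response to 3 µM Δ7-dafachronic acid high control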
ssDAF-12 act: activators of S. stercoralis DAF-12 nuclear receptor. HEK293 ssDAF-12/GRIP1 lit1-tk-luc reporter, luminescence; % of 3 µM dafachronic acid response. activation, % at 6.8 µM. actives 1% (n = 370,000);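 active = activation above the mean over all tested compounds plus 3 SD, cut at about 0.9% in these data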;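 note: 0% = DMSO-only wells and 100% = 3 µM delta7-dafachronic acid wells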
PG9 Ab binder: PG9 antibody binding by small molecule; TR-FRET gp120-PG9 antibody binding; inhibition, % at 6.7 µM; actives 0.43% (n = 360,000); AID 624416; in the data active = inhibition above about 8.5%
* marks the source's active call; other numbers are inactive results; i = inactive; / = no result given.

Results follow in this order: PG9 Ab binder	FXN GAA850 act	ADAM17 inh	DAX1 inh-1	ADAM10 inh	hgDAF12 agonist	hcDAF-12 act	SMARCA2 activ	DAX1 inh-2	NPR1 activator	ssDAF-12 act
Cc1cccc(NC(=O)COC(=O)Cc2cccc(C(F)(F)F)c2)c1C
→ -1.4	0.6	1	0.0	-2	4.6	1.3	-2	0.6	1	-1.2
O=C(NCc1ccco1)c1cccnc1Cl
→ -2.5	1.4	-2	0.6	-8	-2.6	-1.6	1	1.9	2	-1.0
Oc1c(Br)cc(Br)cc1C=Nc1ccc2c(c1)OCO2
→ -2.9	1.7	-5	0.1	-14	2.6	5.3	-2	-0.4	-5	-1.6
COc1ccc2[nH]c(=O)c(CN(C(=O)c3cccnc3)c3ccccc3)cc2c1
→ 2.9	1.3	-74	-0.1	-243	1.4	-1.0	1	-0.1	-2	-1.0
COc1ccc(C(=O)Nc2ccc(S(=O)(=O)Nc3nccnc3OC)cc2)cc1
→ 1.5	-2.2	-3	-0.2	-2	-0.9	-1.3	-1	-0.8	2	-1.0
CN1C(=O)c2cc(NS(=O)(=O)c3ccc(F)cc3)ccc2OC[C@H]2O[C@@H](CC(=O)NCC(F)(F)F)CC[C@@H]21
→ /	/	-18	-0.7	26*	-2.8	-0.7	-2	/	6	-1.1
O=[N+]([O-])c1ccc(C2=CSC3=NCCN23)cc1
→ -0.3	2.6	-1	-0.2	-1	-0.9	0.2	-1	2.4	3	-1.2
COC(=O)c1ccc(N=C2SCC(=O)N2C)cc1
→ -0.2	1.7	-5	0.4	-3	-2.0	-0.3	-3	-0.9	0	-1.3
CC(C)(C)NC(=O)CSc1nc(N)c(NC(=O)c2ccccc2F)c(=O)[nH]1
→ -0.1	2.1	2	-0.4	2	2.3	1.1	-3	0.0	3	-0.7
O=C(NCc1ccccc1Cl)C1CCC(=O)N1Cc1ccc(F)cc1 (configuration not stated)
→ -3.3	0.4	4	0.1	5	1.4	0.3	6	0.0	1	-1.1
CN1C(=O)[C@@]2(C3=C(CCCC3=O)OC3=C2C(=O)CC(C)(C)C3)c2ccccc21
→ -0.4	/	-2	0.2	-3	0.6	1.2	-3	/	1	-0.9
CC(=O)N1CC(=O)N=C1SCC(=O)Nc1nc(C)c(-c2ccccc2)s1
→ 0.0	8.0*	2	0.4	-5	4.1	-1.9	7	-0.9	-8	-0.8
Cn1c(=O)n(C)c2cc(NC(=O)c3ccccc3NS(C)(=O)=O)ccc21
→ -2.0	0.8	-3	0.1	-3	1.1	2.6	0	-1.2	2	-0.2
COC(=O)[C@]12C[C@H](CC(=O)N3CCSCC3)C(=O)N(Cc3ccccc3)C1=C[C@H](C1CCCC1)O[C@@H]2C
→ 0.9	/	-1	-1.2	8	-1.1	0.5	-4	/	-8	-0.6
O=S1(=O)c2ccc(N3CCN(Cc4ccccc4F)CC3)cc2Oc2ccccc2CN1Cc1cn(Cc2ccc(Cl)cc2)nn1
→ /	/	8	-0.9	7	0.5	1.0	4	/	3	-1.5
CC1CCCCN1C(=S)NC(=O)c1cccs1 (configuration not stated)
→ 0.1	-2.1	1	-0.6	1	-1.0	0.1	-3	2.2	1	-1.3
Cc1cccc(Oc2ncc(-c3ccc(Cl)cc3)cn2)c1
→ -1.9	2.3	0	-0.4	7	0.7	-1.2	3	3.1	-2	-0.7
COC(=O)C1CC(O)CN1C(=O)Nc1ccccc1 (configuration not stated)
→ -1.3	1.6	1	0.3	-5	-1.5	-0.5	2	2.5	1	-1.3
Cc1cc(C)c2[nH]c(C)c(CN3CCCCCC3)c(=O)c2c1
→ 0.5	0.5	-5	-0.1	-27	1.1	-1.7	0	0.1	0	-0.8
Cc1oc(CC(C)C)c(CN2CCCC2)c1C(=O)O
→ -0.3	-0.4	-3	-0.2	-5	-0.4	-1.6	-4	-0.4	-2	-1.0
CC(C)OC(=O)Cn1nc(C(c2ccccc2)c2ccccc2)oc1=O
→ -0.4	-0.1	2	-0.1	5	-0.1	-1.3	-4	-0.6	-8	-1.4
CC(C)CCN1C(=O)CSCC1(C)C(=O)NCc1ccccc1 (configuration not stated)
→ 0.2	/	-3	0.9	-10	0.5	0.1	-6	/	-2	-0.8
Cc1ccc(CSc2nnc(-c3cccs3)o2)cc1C
→ /	/	3	1.1	3	5.2	0.9	-2	/	-4	-1.3
COc1cc(OC)cc(C(=O)NN(CCC#N)C2=NS(=O)(=O)c3ccccc32)c1
→ -0.3	-0.1	-2	0.3	-9	4.5	0.7	0	0.8	0	-1.5
O=C(CCCn1c(=O)[nH]c2ccccc2c1=O)Nc1ccc(F)cc1
→ 1.2	0.3	0	1.0	4	2.2	0.1	-4	-0.4	-2	-1.4
C=CCNc1oc(-c2cccc3ccccc23)nc1C#N
→ 4.8	4.0	i	0.0	i	1.8	-1.1	0	0.2	10	-1.3
COc1ccc(CCNC(=O)C2CCN(C(=O)c3ccccc3)CC2)cc1
→ -4.1	/	-1	0.1	-3	1.8	-0.9	-2	/	1	-1.1
CN1CCN(CCC(=O)Nc2ccc(Br)cc2)CC1
→ 0.7	0.5	-3	0.3	-3	1.5	-1.3	1	2.7	1	-1.1
CN=C1SC(CC(=O)Nc2ccc(C(C)=O)cc2)C(=O)N1C (configuration not stated)
→ -2.5	-1.1	1	0.0	2	-2.7	-1.2	1	-1.1	4	-1.1
O=C1C2C3C=CC(CC3)C2C(=O)N1c1ccc(Cl)cc1Cl (configuration not stated)
→ -1.1	0.6	-3	0.8	-6	0.5	0.6	-1	-0.4	-1	-0.6
O=C(O/N=C\c1ccc(N2CCCCC2)c([N+](=O)[O-])c1)c1cccc(Cl)c1
→ 1.1	-1.6	-2	0.2	-2	-1.1	1.6	-1	2.9	13	-1.7
CCOc1ccc(NC(=O)c2[nH]c(C)c(C(C)=O)c2C)cc1
→ 0.9	-3.0	-3	0.0	-7	0.8	-1.4	0	-0.2	3	-0.8
Cc1ccc(NC(=O)CSc2nccn(-c3ccc4c(c3)OCCO4)c2=O)cc1
→ -2.4	-0.7	-2	-2.9	-2	1.1	0.3	1	0.8	3	-0.3
Nn1c(SCc2csc(-c3ccccc3)n2)nnc1-c1cccs1
→ 1.7	4.5	-6	-0.7	-12	0.7	0.9	-3	0.1	-5	-0.6
Cc1cc(C)n(C(=O)CCC(=O)NCc2ccccc2)n1
→ -0.7	0.2	-4	-0.4	-5	-0.7	1.1	-1	-0.9	0	-0.4
O=C(Oc1ccc(Br)cc1C(=S)N1CCOCC1)c1ccccc1
→ 0.6	-0.8	-1	0.0	6	-1.0	1.9	0	1.6	-2	-0.8
CC(=O)NS(=O)(=O)c1ccc(N=NN2CCCCCC2)cc1
→ -2.9	2.0	0	0.3	6	4.8	1.1	1	0.0	2	-0.9
O=C(NC1(Cc2ccccc2)CCN(CCCc2ccccc2)C1=O)c1ccccc1 (configuration not stated)
→ 1.2	-4.2	-2	-2.1	-4	-8.6	-3.8	-2	-0.6	-3	-1.5
Cc1ccc(/C=C/C(=O)Nc2cccc3cccnc23)o1
→ -0.3	2.8	-27	0.1	-82	0.7	3.5	-1	-1.5	4	-0.2
CCOC(=O)C1(C)CCCCCN1C(=O)c1ccco1 (configuration not stated)
→ -0.1	-1.8	-1	-1.9	-1	0.4	1.4	2	/	2	-1.4
OCCOc1cccc(CN2CCC(CO)(CCOc3ccccc3)CC2)c1
→ 1.4	-0.8	-2	-0.2	-1	2.0	-0.1	-3	1.5	-1	-0.8
COc1ccc(NC(=O)Cn2nnc(-c3ccccc3)c2COc2ccc(C(C)=O)cc2)cn1
→ 1.7	0.8	-1	-0.7	-1	-0.2	-1.9	-3	/	0	-1.5
COc1ccc2nnc(-c3ccc(C(F)(F)F)cc3)n2n1
→ -3.2	2.1	-3	-0.4	-18	-1.0	0.8	3	0.6	0	-1.6
C/C(=N\O)C(=O)NCC1CCNCC1
→ -2.4	-0.9	0	-0.1	5	-0.7	-0.7	2	0.6	2	-1.0
Cc1ccc(CN(C(=O)Cn2nnc3ccccc32)C(C(=O)NCc2ccco2)c2ccc(C)o2)cc1 (configuration not stated)
→ -2.0	-5.7	-5	0.6	-12	1.8	-1.8	0	-1.8	-19	-1.2
CN(c1ccc(OCC(=O)NCCc2ccccc2)cc1)S(=O)(=O)c1ccc(Cl)cc1
→ 1.5	0.8	2	4.2*	8	3.1	3.2	-2	-0.4	-4	-0.5
CC(=O)Nc1ccc(OCC(O)Cn2nc(C)c(C(C)=O)c2C)cc1 (configuration not stated)
→ 0.8	-1.3	-3	0.0	-1	0.1	-0.1	-3	0.2	1	-1.7
Cc1ccc(CN2CC(C(=O)OCc3ccccc3Cl)CC2=O)cc1 (configuration not stated)
→ 0.6	-0.5	3	-0.4	-13	0.6	-0.8	-2	-0.4	2	0.1
Cc1ccc(C(=O)NCC(c2ccco2)N2CCc3ccccc3C2)cc1C (configuration not stated)
→ -0.4	0.7	0	0.4	2	1.0	-0.4	-2	-0.3	1	-1.5
CCN(CC(=O)Nc1c(F)cccc1F)C(=O)CNC(=O)C1CCCCC1
→ 0.1	1.1	1	0.7	4	1.2	0.3	-1	-0.1	3	-1.2

More structures
Results follow in this order: PG9 Ab binder	FXN GAA850 act	ADAM17 inh	DAX1 inh-1	ADAM10 inh	hgDAF12 agonist	hcDAF-12 act	SMARCA2 activ	DAX1 inh-2	NPR1 activator	ssDAF-12 act
O=C(CNC(=O)c1ccc2c(c1)OCO2)NCCOc1ccc(Cl)cc1
→ -0.6	0.2	-5	-1.7	-8	5.7	-0.6	-1	-0.3	2	-1.2
COc1ccc(CN(C)C(=O)c2sccc2-c2ccccc2)c(OC)c1
→ -1.1	-1.2	4	-1.1	-11	-1.5	-2.6	0	-0.3	-15	-2.2
O=C(O)[C@@H]1C[C@@H](O)CN1
→ -1.1	/	-5	-0.1	4	0.2	-0.7	-3	/	0	-1.0
CNC(=O)c1[nH]cnc1C(=O)Nc1ccccc1C
→ -1.4	0.6	-8	0.4	-2	1.4	-1.9	-1	-0.4	9	-1.3
COC(=O)c1cc(NC(=O)c2cccnc2)cc(C(=O)OC)c1
→ -0.6	0.5	-4	-0.2	-3	1.5	-1.4	0	-0.7	-1	-1.1
CCOC(=O)c1[nH]c2ccccc2c1NC(=O)CN(C)C
→ 1.1	0.6	0	0.4	-7	-0.8	2.1	4	-0.1	1	-1.5
Cc1ccc(CONC(=O)/N=C/N(C)C)cc1
→ 1.1	-0.9	-2	0.3	0	-4.0	-0.2	0	1.0	0	-1.5
CCCS(=O)(=O)N1CCCC(C(=O)NC2CCCCC2)C1 (configuration not stated)
→ 1.0	-2.1	4	0.4	0	-1.0	1.2	3	1.4	-4	-0.8
C[n+]1ccccc1/C=C/c1ccc2ncccc2c1
→ 0.8	-0.7	-8	0.0	-20	-0.8	0.8	-1	-0.3	6	-1.1
O=C(COC(=O)CCc1c[nH]c2ccccc12)Nc1ccccc1C(F)(F)F
→ -1.1	3.2	0	0.3	1	-0.9	-0.6	-2	0.5	-1	-1.1
CC(C)c1ccc(C(=O)Nc2ccc(CN3CCOCC3)cc2)cc1
→ 0.9	1.6	3	-1.3	6	-2.4	-4.1	-4	-3.1	-2	-2.1
